VLA-4 inh – inhibition in a human VLA-4 binding assay. inhibition, % (about 7 µM as worked out from the volumes in the protocol). 0.2% of 330,000 active. P13612. VLA-4 expressing cells, ligand binding flow cytometry; in the data active = inhibition above about 50%
MEX-5 binding – C. elegans MEX-5 TCR-2 RNA binding activity. Q9XUB2. MEX-5/FITC-TCR2 RNA binding, fluorescence polarization; stronger effect = lower value. activity score (negative = inhibition of binding), % at 10 µM. 0.38% of 300,000 active;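 active = inhibition past about -25% in most replicates, and total fluorescence under double the plate's negative control median, limit read from the data; inconclusive = replicates evenly split on the limit, or fluorescence at least double controls; inactive = too little inhibition in most replicates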;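 note: 0% = DMSO and -100% = 5 µM competing unlabeled TCR2 RNA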
GRK2 inh – inhibitors of human GRK2 displacing RNA aptamer. bead flow cytometry, FAM-aptamer displacement from GRK2. 0.59% of 330,000 active. inhibition of aptamer binding, % at 10 µM. AID 488847;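 active = inhibition of aptamer binding above 40%, roughly 3 SD of noise, on plates passing a quality check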;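 note: median bead fluorescence of bound FAM aptamer so fluorescent compounds give negative values; no value below 0 was filed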
Target sequence (P25098 whole entry, looked up): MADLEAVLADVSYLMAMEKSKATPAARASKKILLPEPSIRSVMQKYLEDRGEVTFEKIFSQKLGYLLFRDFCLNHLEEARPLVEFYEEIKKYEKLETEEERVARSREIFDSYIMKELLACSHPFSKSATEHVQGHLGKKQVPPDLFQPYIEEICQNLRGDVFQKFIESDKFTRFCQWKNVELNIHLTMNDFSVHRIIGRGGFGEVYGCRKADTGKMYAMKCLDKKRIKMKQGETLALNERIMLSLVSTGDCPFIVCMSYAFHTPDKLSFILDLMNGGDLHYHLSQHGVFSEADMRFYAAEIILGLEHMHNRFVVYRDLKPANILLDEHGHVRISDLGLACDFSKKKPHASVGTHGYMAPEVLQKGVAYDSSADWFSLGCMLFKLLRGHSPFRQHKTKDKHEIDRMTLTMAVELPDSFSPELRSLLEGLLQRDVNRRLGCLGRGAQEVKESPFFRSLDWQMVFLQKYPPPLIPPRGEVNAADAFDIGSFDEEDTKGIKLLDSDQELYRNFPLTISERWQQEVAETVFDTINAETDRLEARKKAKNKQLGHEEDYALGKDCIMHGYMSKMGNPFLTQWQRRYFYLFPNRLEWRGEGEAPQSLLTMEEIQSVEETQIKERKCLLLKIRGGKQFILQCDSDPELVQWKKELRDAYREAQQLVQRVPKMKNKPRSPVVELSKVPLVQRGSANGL
Yeast superoxide – caloric restriction mimetics inhibiting age-related superoxide in yeast; S. cerevisiae aged cells, superoxide DHE fluorescence; stronger effect = lower value; superoxide response (% of plate mean), % at 10 µM; 0.18% of 330,000 active; AID 2690;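 active = superoxide response under a set limit, about three screen SD below normal, cut at about 65% in these data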;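 note: yeast aged for seven days with compound at 30 °C before DHE staining; 100% = average MFI of all compound-treated wells on the plate with controls excluded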
Bcl-xL primary – blocks human Bcl-xL binding to Bim BH3 peptide; 0.7% of 320,000 active; GST-Bcl-xL / FITC-Bim BH3 peptide fluorescence polarization; Q07817; inhibition, % at 10.9 µM;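 active = inhibition above the mean of all tested compounds plus 3 SD, cutoff set per campaign, cut at about 30% in these data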;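 note: 0% = DMSO wells and 100% = unlabeled Bim-BH3 peptide competitor; inhibitors lower millipolarization by displacing the labeled peptide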
Target sequence (Q07817 whole entry, looked up): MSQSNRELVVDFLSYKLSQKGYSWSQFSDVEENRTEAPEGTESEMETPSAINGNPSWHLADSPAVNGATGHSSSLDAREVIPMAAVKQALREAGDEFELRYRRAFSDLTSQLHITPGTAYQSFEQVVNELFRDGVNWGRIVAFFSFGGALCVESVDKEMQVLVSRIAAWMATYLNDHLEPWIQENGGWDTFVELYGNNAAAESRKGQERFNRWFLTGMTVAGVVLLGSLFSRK
GLD-1 TGE inh – GLD-1-TGE RNA interaction inhibition (C. elegans). Q17339. purified GLD-1 + fluorescein TGE RNA, fluorescence polarization. inhibition, % at 5.96 µM. 0.44% of 320,000 active;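 active = percent inhibition above a per-plate cutoff, the plate mean of test compounds plus 3 SD, cut at about 30% in these data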;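 note: 0% = DMSO wells with GLD-1 and probe and 100% = wells lacking GLD-1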
MCL1-BIM inh – inhibitors of human MCL1 binding to BIM-BH3 peptide; Q07820; GST-MCL1 / FITC-Bim-BH3 fluorescence polarization; inhibition, % at 10.9 µM; 0.68% of 320,000 active;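 active = inhibition above the mean inhibition of all tested compounds plus 3 SD, set per campaign, cut at about 40% in these data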;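 note: 0% = DMSO wells and 100% = unlabeled Bim-BH3 peptide control; higher means more loss of mP so more displacement of Bim peptide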
AGP1 TOR yeast – modulators of TOR pathway AGP1-GFP in S. cerevisiae. S. cerevisiae AGP1-GFP multiplex flow cytometry, 3 h; GFP as percent of DMSO wells. AID 2066. GFP response vs DMSO, % at 10 µM. 0.02% of 320,000 active;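 active = GFP response relative to DMSO above a set limit, near screen average plus 3 SD, cut at about 150% in these data; inconclusive = fewer than 70 cells counted for the yeast strain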;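 note: median GFP channel fluorescence of the gated AGP1 strain per well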
CIT2-GFP yeast – modulators of TOR pathway CIT2-GFP in S. cerevisiae; S. cerevisiae CIT2-GFP strain, flow cytometry, 3 h; 100 means same as DMSO wells; GFP response vs DMSO, % at 10 µM; 0.065% of 320,000 active;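 active = GFP response relative to DMSO above a set limit, near the screen mean plus 3 SD, cut at about 150% in these data; inconclusive = Fewer than 70 cells measured for a yeast strain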;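 note: ratio of well median GFP fluorescence to mean of DMSO wells on the plate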
* marks the source's active call; other numbers are inactive results; u = inconclusive; x = not tested or not shown; [ ] = dose if it differs, or a comment.

SMILES	VLA-4 inh	MEX-5 binding	GRK2 inh	Yeast superoxide	Bcl-xL primary	GLD-1 TGE inh	MCL1-BIM inh	AGP1 TOR yeast	CIT2-GFP yeast
CN1CCN(C(=S)Nc2cccc(S(=O)(=O)N(C)C)c2)CC1	3	0.2	3	107	6	4	3	100	96
O=C(COC(=O)Cc1ccc(S(=O)(=O)N2CCOCC2)s1)Nc1ccc(OC(F)F)cc1	0	x	2	92	x	-1	x	101	96
Cc1cc(C)c(NS(=O)(=O)c2cccc3cccnc23)c(C)c1	19	0.7	0	96	1	10	5	101	95
COc1cccc(NC(=O)NC(C)C2CC3CCC2C3)c1 (stereo not given)	14	0.8	0	98	5	4	4	105	95
CCSCc1nnc(SCC(=O)c2ccc(OC)cc2)n1C	-9	2.2	3	74	-4	1	6	91	97
Cc1ccccc1N1CCN(C2CCCN(C(=O)CCC3(C)CC3)C2)CC1 (stereo not given)	4	2.1	0	106	1	2	-2	103	107
COC(=O)c1ccc(CN2C(=O)NC3(CCC(C)CC3)C2=O)cc1 (stereo not given)	-5	3.0	0	87	6	5	1	106	100
Cc1ccc(N=C2NC(=O)/C(=C\c3cccs3)S2)cc1C	9	0.8	0	134	7	1	-4	89	90
N#Cc1nc(N2CCCCC2)nc(N2CCOCC2)n1	-3	0.3	2	92	4	10	-1	104	99
Cc1ccc(-c2ccc(S(=O)(=O)NCc3ccco3)cc2)cc1	1	-0.3	0	110	3	-4	7	91	93
CCC(C)NC(=O)CSC1=Nc2ccccc2C2=NC(CC(=O)NCc3ccc(F)cc3)C(=O)N12 (stereo not given)	7	3.2	4	100	4	6	4	104	104
C/C(=N\NC(=O)C(c1ccccc1)c1ccccc1)c1ccccn1	5	1.4	2	103	4	5	7	107	102

Compound profiles, from the list above. Screens in order: VLA-4 inh	MEX-5 binding	GRK2 inh	Yeast superoxide	Bcl-xL primary	GLD-1 TGE inh	MCL1-BIM inh	AGP1 TOR yeast	CIT2-GFP yeast
Cc1ccc(N=C2NC(=O)/C(=C\c3cccs3)S2)cc1C is listed as 9	0.8	0	134	7	1	-4	89	90
N#Cc1nc(N2CCCCC2)nc(N2CCOCC2)n1 is listed as -3	0.3	2	92	4	10	-1	104	99

New compounds follow
SMILES	VLA-4 inh	MEX-5 binding	GRK2 inh	Yeast superoxide	Bcl-xL primary	GLD-1 TGE inh	MCL1-BIM inh	AGP1 TOR yeast	CIT2-GFP yeast
COc1cc(C2/C(=C(\O)c3ccc4c(c3)OCCO4)C(=O)C(=O)N2c2nnc(C)s2)cc(OC)c1OC (stereo not given)	-3	1.5	0	106	7	2	-3	106	108
c1ccc2nc3c(nc2c1)OCC1CCCCN31 (stereo not given)	-3	2.1	0	99	0	-1	3	97	109
Nc1c(-c2ccccc2)cnn1-c1cccc([N+](=O)[O-])c1	-13	-0.6	3	116	9	3	7	104	104
COc1ccc(CCC(=O)Nc2nnc(C(F)(F)F)s2)cc1	-23	-0.4	0	99	-2	-1	0	99	103
COc1ccc(CCNC(=O)c2[nH]c(C)c(C(C)=O)c2C)cc1OC	-3	1.0	0	92	6	-4	1	105	97
CCOCc1c(C(=O)NC2=Nc3ccccc3NC(CC)=C2C(=O)OCC)oc2ccccc12	-9	1.4	0	104	-1	4	1	25[may fluoresce violet]	u
COc1cccc(CNc2ccc(S(=O)(=O)N3CCN(C)CC3)cn2)c1	-7	x	0	102	6	-2	1	90	84
O=C(NC1CCCCCC1)C(=O)NC1CCCC1	-13	-0.3	0	97	-2	1	-9	92	93
CC(NC(=O)c1ccc(Cl)c(S(=O)(=O)N2CCCCCC2)c1)c1cccnc1 (stereo not given)	10	x	0	102	1	2	2	99	103
CC(CCN(C)C)OC(=O)c1ccc(C(C)c2ccccc2)o1 (stereo not given)	-8	-1.6	0	83	3	-2	2	105	105
CCOC(=O)C1CCN(CC(=O)c2ccc(O)c(C)c2O)CC1	30	-4.0	0	98	15	12	7	106	102
COc1ccc(-c2nnc(SCC(=O)Nc3ncc(C(F)(F)F)cc3Cl)n2CC(C)C)cc1	10	2.9	0	96	0	0	-3	109	105
O=C(NCc1cccc(F)c1)C1CCC(=O)N(C2CCCC2)C1 (stereo not given)	7	-0.4	3	113	3	-6	9	89	94
CC(=O)N1CCN(Cc2nc3cc([N+](=O)[O-])ccc3n2C)CC1	0	0.9	0	105	-1	-1	-4	92	100
NC(=O)C1CCN(c2nc(-c3ccccc3Br)cs2)CC1	7	x	3	105	x	2	x	x	x
CC(=O)NC1=NN(C(C)=O)C(C)(CCS(=O)(=O)c2ccc(Br)cc2)S1 (stereo not given)	-14	-1.6	0	93	3	5	-5	103	102
CCN(C(=O)Cc1cccs1)c1nnc(-c2cccnc2)s1	-14	x	5	109	4	5	8	95	95
O=C(c1ccc(Cl)c(S(=O)(=O)N2CCOCC2)c1)N1CCN(c2ccccc2F)CC1	-8	1.0	2	100	10	4	10	100	96
COc1ccc(C(=O)N(C)C2CCCc3ccccc32)cc1OC1CCN(C(C)C)CC1 (stereo not given)	6	-0.8	1	115	7	2	5	98	105
O=C(c1ccco1)N1CCN(c2nnc(-c3ccccc3)c3ccccc23)CC1	2	-1.5	3	95	5	-1	-4	99	104
Cc1ccc(S(=O)(=O)N(Cc2ccccc2)C(C)C)cc1	12	3.4	1	94	-1	4	0	97	91
O=C(NCCN1C(=O)CSC1=O)C1CC(=O)N(c2ccccc2)C1 (stereo not given)	5	-1.9	0	98	2	1	7	93	97
COC(=O)c1ccc(NC(=O)CSCC(=O)OCC(=O)c2ccc(Br)cc2)cc1	-18	0.8	5	110	4	-3	12	108	106
CCN(CC)S(=O)(=O)c1ccc(N2CCN(CCOc3ccc(OC)cc3)CC2)nc1	5	1.6	0	94	0	3	4	96	92
CN(C)S(=O)(=O)c1ccc(N2CCCC2)c(C(=O)Nc2nccs2)c1	5	x	4	94	x	4	x	92	88
Cc1ccc(S(=O)(=O)NCC(=O)Nc2ccc3c(c2)OCCO3)cc1	11	-0.8	3	112	-12	-9	-16	98	98
Cc1cc(NC(=O)c2c([N+](=O)[O-])c(C)nn2C)no1	19	-3.2	4	80	8	6	-3	106	121
Cc1ccc(C(=O)CCC(=O)OCC(=O)Nc2ccc3[nH]c(=O)[nH]c3c2)cc1	6	-2.4	0	102	-9	3	-15	98	96
O=C(/C=C/c1ccc(F)cc1)NC(=S)NC1CCCCC1	2	-1.7	0	87	6	1	-3	107	95
COc1cc(NC(=O)N[C@@H](CCSC)C(=O)O)cc(OC)c1	-3	0.8	0	97	2	4	10	109	102
CC(=O)c1ccc(Nc2cc(C)nc3c(C)cccc23)cc1	0	-6.5	0	97	2	2	-1	97	107
O=C(Nc1cccc2ncccc12)c1cccc(Br)c1	31	-1.7	2	94	x	x	x	94	96
O=C(N/N=C/c1cccc([N+](=O)[O-])c1)c1ccc(CN2CCOCC2)cc1	0	-1.3	0	77	-2	7	11	96	115
O=C(CCC1CCCC1)Nc1cccn(Cc2ccccc2Br)c1=O	-5	1.1	4	105	6	4	-2	87	108
COc1cccc(C2=CC(c3cccs3)n3nnnc3N2)c1 (stereo not given)	9	x	0	103	15	15	17	107	107
Cc1ccc(-c2nn(-c3cccc(F)c3)cc2CN2CCN(c3ccccn3)CC2)o1	10	-0.4	0	110	2	-7	-6	102	100
CCc1ccc2[nH]c(=O)c(CN(CC3CCCO3)C(=S)NCc3ccco3)cc2c1 (stereo not given)	8	-4.1	0	103	-4	-2	6	105	100
COc1ccc(-c2cc(C)no2)cc1S(=O)(=O)N(C)c1ccc(C)c(C)c1	15	3.3	4	109	2	-2	4	102	94
COc1ccc(CC(=O)OCC(=O)NC2CCCCC2)cc1OC	12	x	1	92	x	6	x	111	109
COc1ccc(CNC(=O)Cn2ccc(N)nc2=O)cc1	11	x	1	103	-4	7	-3	92	90
Cc1nnnn1CC(=O)Nc1ccccc1[N+](=O)[O-]	23	0.1	1	98	5	1	6	103	103
COc1ccc(CCNC(=O)c2cccc(NC3=NC4CS(=O)(=O)CC4S3)c2)c(OC)c1 (stereo not given)	7	3.8	3	94	3	1	7	107	105
O=C(COC(=O)c1cc(Cl)ccc1[N+](=O)[O-])Nc1cccc2ccccc12	4	3.5	0	86	-2	12	-11	u	u
Cc1cc(C(=O)OCC(=O)NCCc2ccccc2)c2ccccc2n1	0	x	0	135	-3	5	-4	103	106
CC(C)C1(C)C(=O)N=C2c3ccccc3C(=O)N21 (stereo not given)	8	0.0	0	100	-4	-3	22	100	100
CCOC(=O)c1sc(NC(=O)CSc2nnc(-c3ccc(OC)cc3)n2CCOC)nc1C	18	-0.8	0	112	3	-1	6	106	99
CCCCOCCCNS(=O)(=O)Cc1ccccc1	6	-0.3	0	89	5	4	-1	109	104
COCCN(C(=O)COc1ccc(Cl)cc1)c1nnc(-c2cccnc2)s1	5	-4.1	0	92	22	15	26	104	99
COc1ccccc1OCc1nc(C#N)c(N2CC(C)CC(C)C2)o1 (stereo not given)	5	-2.3	0	96	2	5	-3	89	96
COC(=O)/C=C1\C(=O)N(c2nc3ccc(OC)cc3s2)C(=S)N1c1ccc(F)cc1	-14	-1.4	1	87	2	3	5	97	95
CC1CCc2c(sc3nc4n(c(=O)c23)CCS4)C1 (stereo not given)	-9	0.2	0	107	3	0	3	103	104

Among those listed so far, 9 contain fluorine:
SMILES	VLA-4 inh	MEX-5 binding	GRK2 inh	Yeast superoxide	Bcl-xL primary	GLD-1 TGE inh	MCL1-BIM inh	AGP1 TOR yeast	CIT2-GFP yeast
O=C(COC(=O)Cc1ccc(S(=O)(=O)N2CCOCC2)s1)Nc1ccc(OC(F)F)cc1	0	x	2	92	x	-1	x	101	96
CCC(C)NC(=O)CSC1=Nc2ccccc2C2=NC(CC(=O)NCc3ccc(F)cc3)C(=O)N12 (stereo not given)	7	3.2	4	100	4	6	4	104	104
COc1ccc(CCC(=O)Nc2nnc(C(F)(F)F)s2)cc1	-23	-0.4	0	99	-2	-1	0	99	103
COc1ccc(-c2nnc(SCC(=O)Nc3ncc(C(F)(F)F)cc3Cl)n2CC(C)C)cc1	10	2.9	0	96	0	0	-3	109	105
O=C(NCc1cccc(F)c1)C1CCC(=O)N(C2CCCC2)C1 (stereo not given)	7	-0.4	3	113	3	-6	9	89	94
O=C(c1ccc(Cl)c(S(=O)(=O)N2CCOCC2)c1)N1CCN(c2ccccc2F)CC1	-8	1.0	2	100	10	4	10	100	96
O=C(/C=C/c1ccc(F)cc1)NC(=S)NC1CCCCC1	2	-1.7	0	87	6	1	-3	107	95
Cc1ccc(-c2nn(-c3cccc(F)c3)cc2CN2CCN(c3ccccn3)CC2)o1	10	-0.4	0	110	2	-7	-6	102	100
COC(=O)/C=C1\C(=O)N(c2nc3ccc(OC)cc3s2)C(=S)N1c1ccc(F)cc1	-14	-1.4	1	87	2	3	5	97	95

High-throughput results (PubChem)
